# High-throughput results as filed in PubChem BioAssay.
# TROY signal inh: inhibitors of TROY-dependent NF-kB signaling; Q293 LMP1-TROYcd NF-kB luciferase reporter, 4 h; hit rate 0.98% among 360,000; inhibition, % at 10 µM;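 active = compounds whose plate-normalised and pattern-corrected inhibition of the luciferase reporter signal at the single screening dose is 50% or more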
# Exocytosis inh: blocks lytic granule exocytosis | inhibition, % at 10 µM | TALL-104 LAMP-1 surface exposure, flow cytometry; cells stimulated with thapsigargin and PMA | hit rate 0.66% among 360,000;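 active = inhibition above about 55%, limit read from the data; inconclusive = no clear call, values can overlap the other calls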
# TWEAK Fn14 block: inhibitors of TWEAK-Fn14 interaction signaling; TWEAK-stimulated Fn14 reporter cells, luciferase luminescence, 8 h; inhibition, % at 10 µM; hit rate 2% among 360,000; AID 1159606; in the data active = inhibition above about 50%
# SRC1 inh: human NCOA1 inhibition. AID 588354. inhibition, % at 3.6 µM. HEK293 GAL4-SRC1 luciferase reporter, luminescence. Q15788. hit rate 0.12% among 360,000;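 active = inhibition above the campaign mean plus 3 SD, with each screening campaign given its own cutoff, cut at about 60% in these data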;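 note: 0% = DMSO treated cells and 100% = gossypol at 36 µM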
# NR2F2 inh: inhibitors of human COUP-TFII (NR2F2); P24468; HEK293T NGFI-A luciferase reporter, luminescence; inhibition, % at 8.6 µM; hit rate 0.7% among 370,000; AID 686940;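 active = inhibition above a per-plate cutoff, mean inhibition of test wells between control levels plus 3 SD, cut at about 38% in these data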;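 note: cells cotransfected with COUP-TFII expression vector driving the NGFI-A reporter; 0% = median of COUP-TF2 test wells and 100% = reporter-only cells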
# Target sequence (P24468 whole entry, looked up): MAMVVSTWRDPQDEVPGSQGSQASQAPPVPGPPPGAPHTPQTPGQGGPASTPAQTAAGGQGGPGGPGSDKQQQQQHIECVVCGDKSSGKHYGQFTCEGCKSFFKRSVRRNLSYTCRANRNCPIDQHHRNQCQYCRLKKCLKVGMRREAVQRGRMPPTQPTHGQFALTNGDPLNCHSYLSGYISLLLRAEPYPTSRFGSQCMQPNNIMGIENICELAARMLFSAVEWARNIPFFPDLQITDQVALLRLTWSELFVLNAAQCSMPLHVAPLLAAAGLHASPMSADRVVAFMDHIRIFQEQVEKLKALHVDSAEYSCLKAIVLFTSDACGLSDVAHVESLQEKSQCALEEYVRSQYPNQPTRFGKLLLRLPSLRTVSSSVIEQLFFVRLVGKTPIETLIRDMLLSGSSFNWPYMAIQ
# NOD2 RIPK2 PPI: NOD2-RIPK2 protein interaction inhibition. O43353. CHO BLA complementation NOD2-RIPK2, CCF4 ratio. inhibition, % at 4.98 µM. hit rate 0.38% among 360,000; in the data active = inhibition above about 21%;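 note: 0% = vehicle only and 100% = reference blocker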
# SRC3 inh: inhibitors of human steroid receptor coactivator 3 (SRC3); hit rate 0.17% among 360,000; inhibition, % at 3.6 µM; HEK293 GAL4-SRC3 luciferase reporter, luminescence; AID 588352; Q9Y6Q9;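 active = inhibition above a per-campaign cutoff, the mean of all compounds plus 3 SD, cut at about 60% in these data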;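 note: 0% = DMSO-treated cells and 100% = gossypol-treated cells at 36 µM; higher means less SRC3-driven luciferase light from the GAL4 reporter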
# SRC2 inh: inhibits human steroid receptor coactivator 2 | Q15596 | HEK293 GAL4-SRC2 luciferase reporter, luminescence | inhibition, % at 9 µM | hit rate 0.17% among 370,000 | AID 651957;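 active = inhibition above the mean inhibition of all tested compounds plus 3 SD, set per campaign, cut at about 52% in these data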;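 note: 0% = DMSO treated cells and 100% = cells given Gossypol at 36 µM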
# ABHD5-PLIN5 inh: inhibitors of human ABHD5-perilipin-5 interaction; inhibition, % at 4 µM; hit rate 0.78% among 360,000; Split G. princeps luciferase complementation, luminescence, 4 h; Q00G26+Q8WTS1;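 active = inhibition above the mean inhibition across every tested compound plus 3 SD, cut at about 22% in these data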;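 note: 0% = DMSO only wells and the 100% control is not disclosed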
# TLR9-MyD88 inh: blocks human TLR9 binding to MyD88. Q9NR96+Q99836. CHO BLA complementation TLR9-MyD88, CCF4 FRET ratio. inhibition, % at 4.98 µM. hit rate 0.21% among 340,000. AID 504734;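 active = inhibition above the mean over all tested compounds plus 3 SD, cut at about 21% in these data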;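 note: 0% = DMSO only wells and 100% = clavulanate BLA inhibitor control wells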
# LRH-1 inv ag: inverse agonists of human LRH-1 (NR5A2); hit rate 0.13% among 360,000; O00482; AID 602396; HEK293T StAR-luciferase reporter, LRH-1 transfected, 24 h; inhibition, % at 3.6 µM;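 active = inhibition above the mean inhibition of all tested compounds plus 3 SD, cut at about 73% in these data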;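 note: 0% = DMSO wells and 100% = reporter-only cells lacking LRH-1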
# Target sequence (O00482 whole entry, looked up): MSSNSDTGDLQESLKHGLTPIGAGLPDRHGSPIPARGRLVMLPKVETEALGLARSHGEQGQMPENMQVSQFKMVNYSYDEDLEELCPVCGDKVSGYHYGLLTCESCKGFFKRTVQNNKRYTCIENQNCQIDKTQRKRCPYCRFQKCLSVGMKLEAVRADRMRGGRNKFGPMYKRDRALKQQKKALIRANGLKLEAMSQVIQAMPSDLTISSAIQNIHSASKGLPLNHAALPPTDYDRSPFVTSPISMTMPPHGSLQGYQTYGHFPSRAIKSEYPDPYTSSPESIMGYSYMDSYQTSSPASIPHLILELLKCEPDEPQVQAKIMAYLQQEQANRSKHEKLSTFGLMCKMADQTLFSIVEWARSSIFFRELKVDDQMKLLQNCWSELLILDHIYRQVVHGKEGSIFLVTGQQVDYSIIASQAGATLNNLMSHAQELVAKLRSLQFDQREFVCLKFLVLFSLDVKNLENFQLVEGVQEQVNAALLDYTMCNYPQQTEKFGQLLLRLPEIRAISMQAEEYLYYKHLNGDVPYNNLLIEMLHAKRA
# Numbers without * were called inactive; ? = inconclusive; . = no result given. The list is partial, so the mix of outcomes need not match the whole.
SMILES,TROY signal inh,Exocytosis inh,TWEAK Fn14 block,SRC1 inh,NR2F2 inh,NOD2 RIPK2 PPI,SRC3 inh,SRC2 inh,ABHD5-PLIN5 inh,TLR9-MyD88 inh,LRH-1 inv ag
COc1ccc(N2CCN(CC(O)COc3ccc(C)c(C)c3)CC2)cc1 (stereo unspecified),7,-4,10,0,3,-2,4,9,-43,-3,-6
CC(C)c1cccc(-c2csc(C(O)c3ccccc3)n2)c1 (stereo unspecified),-35,?,2,-9,-8,12,-13,-25,-16,.,-22
CCOC(=O)CSc1nc2c(c(=O)[nH]1)C(C)(CC)Cc1ccccc1-2 (stereo unspecified),-11,11,-11,2,-3,11,3,13,0,12,12
CC1(C)CC(=O)C=C(c2ccc(COC(=O)C(c3ccccc3)c3ccccc3)cc2)C1=O,11,-3,1,-4,10,-13,-13,-4,-5,-7,-14
COc1ccc(S(=O)(=O)N2CC(=O)Nc3ccccc32)cc1Cl,14,-7,2,-16,1,7,3,20,0,-14,5
O=C(COC(=O)C1CC1)NC(=O)c1ccccc1,-7,-4,-9,-7,-1,-11,11,14,8,0,19
CCN(Cc1ccccc1)Cc1c(C)[nH]c2c(C)c(C)ccc2c1=O,-4,-2,-13,-11,3,-5,18,-20,-4,-9,0
Cc1ccc(C(=O)OCC(=O)NCc2ccccc2)s1,-17,-1,8,4,-5,-10,-17,-1,-8,-10,-4
COC(=O)c1cc2sccc2n1CC(=O)N1CCCc2ccccc21,-6,-2,-12,6,11,-2,3,2,-2,-5,8
CO[C@H]1/C=C/O[C@@]2(C)Oc3c(C)c(O)c4c(O)c(c(C=NN5CCN(C)CC5)c(O)c4c3C2=O)NC(=O)/C(C)=C\C=C\[C@H](C)[C@H](O)[C@@H](C)[C@@H](O)[C@@H](C)[C@H](OC(C)=O)[C@@H]1C,4,-4,-5,-1,-8,-3,-18,-2,-14,-2,11
COc1ccc(-c2cc(C(F)(F)F)nc(-n3cncn3)n2)cc1,-1,-2,13,7,6,-3,15,-17,-1,1,6
O=C(CN1CCN(C(=O)c2ccco2)CC1)Nc1cccc(S(=O)(=O)N2CCCC2)c1,-4,-2,-1,4,-9,1,22,19,3,-10,-8
Cc1nn(CC(=O)NCCc2ccc(Cl)cc2)c(=O)c2cccn12,-4,-3,-2,-11,5,-2,16,-4,2,11,10
COC(=O)c1cc(CNC(=O)c2ccc(N3CCCC3)c([N+](=O)[O-])c2)ccc1OC,7,-1,2,-1,7,5,1,-17,-5,-19,5
O=C(Nc1ccc(OCCO)cc1)c1csc([C@@H]2C[C@H](O)[C@@H](CO)O2)n1,10,-7,-1,-9,2,-8,-22,-4,4,.,9
COc1ccc(NC(=S)N(Cc2ccc(C)cc2)Cc2ccccn2)cc1,-4,-2,-8,-19,-21,-6,4,7,-3,4,-5
CCCCC1CCC(C(=O)OCC(=O)Nc2ccc(S(N)(=O)=O)cc2)CC1 (stereo unspecified),9,-1,-3,1,16,-3,8,7,1,3,9
CN(CC(=O)Nc1ccccc1C(F)(F)F)C(=O)CC1OC(=O)c2ccccc21 (stereo unspecified),1,-23,2,-11,-15,0,-6,6,-2,-8,11
CCCc1nnc(NS(=O)(=O)c2ccccc2)s1,12,0,-8,-28,13,-7,-16,-6,-6,-10,-8
CN1CCC(NCCC(c2ccc(F)cc2)c2ccc(Cl)cc2)CC1 (stereo unspecified),-54,-1,-51,0,-11,4,1,-17,8,4,22
CCOc1ccccc1C(=O)N[C@H](C(=O)Nc1ccc(OC)c(S(=O)(=O)N2CCOCC2)c1)C(C)C,1,-1,6,11,6,-7,12,6,2,6,-2
COc1cc(-c2nnc(-c3ccccc3)o2)cc(OC)c1OC,-18,0,3,-6,-4,-10,-7,-20,-4,-3,-13
CCN1CCN(C(=O)c2ccc(COc3cccc(Cl)c3)o2)CC1,5,3,-11,6,0,-10,13,13,-1,-3,3
Cc1ccccc1-c1nc(CS(=O)(=O)CC(=O)NCCN2CCOCC2)c(C)o1,-6,5,-3,-5,-5,-3,9,-1,4,2,-25
Cc1nc2ccc(C(=O)N(C)Cc3ccco3)cn2c1N(C)C(=O)CCc1ccccc1,7,-12,17,-2,1,2,2,-6,2,.,-16
COC(=O)Cc1ccc(NC(=O)c2ccc3c(c2)C(=O)N(CC2CCCO2)C3=O)cc1 (stereo unspecified),22,5,-16,-17,-14,-5,-7,20,-3,-11,2
CC(=O)c1ccc(NC(=O)c2cccs2)cc1,-54,-1,1,-96,-54,-5,-47,-34,-5,2,-88
N#CC1C(=O)NC(=O)C(C#N)C12CCCCC2 (stereo unspecified),-12,-6,-8,.,-8,-7,.,-10,5,.,9
COc1cc2c(cc1OC)C(C)N(C(=O)Nc1ccccc1)CC2 (stereo unspecified),6,-13,28,5,9,-2,6,1,-1,-7,24
CN1/C(=C\C=C(C#N)C#N)C(C)(C)c2ccccc21,-19,-1,-12,11,5,-7,14,-4,10,1,8
CCCOc1cccc(C2C(C(=O)c3cccs3)=C(O)C(=O)N2CCN2CCOCC2)c1 (stereo unspecified),-29,-9,8,-16,1,-8,-20,-20,10,3,-6
COc1ccc2oc(=N)c(-c3nnc4n3CCCCC4)cc2c1,-5,56*,-4,-5,-10,-11,4,-51,-4,5,-14
O=C(CSc1nc2ccccc2c(=O)[nH]1)Nc1ccccc1N1CCOCC1,-21,-5,14,-19,-4,0,21,-9,14,0,17
Clc1nc(NC2CCCC2)nc(N2CCOCC2)n1,10,3,16,-30,-9,-5,-12,-3,3,0,23
O=C1C(=O)N(c2cccc(Cl)c2)C(c2ccccc2[N+](=O)[O-])/C1=C(\O)c1ccccc1 (stereo unspecified),-22,-2,-10,-27,.,7,23,.,-23,-2,-28
COc1ccc(-c2c(C(=O)c3ccc(Br)cc3)[nH]c(N)c2C(=O)c2ccccc2)cc1OC,17,-2,12,.,-8,9,.,-16,-11,.,10
CC(NC(=O)CCCCCNC(=O)N1CCn2c1nc1ccccc12)c1ccccc1 (stereo unspecified),8,-8,-18,-1,21,-15,-8,9,12,-14,7
CCn1c(C)c(CS(=O)(=O)c2ccccc2)[nH]c1=O,17,38,-4,11,-9,6,-10,-19,34*,-12,8
CCCCOc1ccc(CSC(=N)N)cc1Cl,-50,-11,-4,-6,0,-9,-5,21,3,-12,6
CCOC(=O)c1[nH]c(C)c(C(=O)N2CCN(c3ccc(F)cc3)CC2)c1C,-5,-2,18,-10,11,6,11,-3,-4,5,-13
O=[N+]([O-])c1nn(-c2ccccc2)[n+]([O-])c1N1CCN(c2ccccc2)CC1,-7,-2,-16,-20,3,7,12,6,6,-7,7
CCCCn1c(=NC(=O)c2ccco2)c(C(=O)OCC)cc2c(=O)n3cccc(C)c3nc21,-27,6,-22,-30,-21,-12,-22,-17,37*,0,-26
O=C(COC(=O)/C=C/c1cc(Br)ccc1F)NC1CC1,-7,-2,11,2,-16,-4,13,-14,-1,-12,17
O=C(CSc1nnc(Cn2c(=O)sc3ccccc32)n1-c1ccccc1)NCC1CCCO1 (stereo unspecified),-12,-2,-23,-21,-2,-4,7,-6,-3,-1,0
O=C(OCc1nc(-c2ccccc2)oc1COC(=O)c1ccco1)c1ccco1,-11,4,16,-1,-4,2,14,-39,3,3,-2
CC(C)Oc1ccc(C(=O)NNC(=O)c2ccccc2C(=O)O)cc1,-22,-4,0,-9,20,-11,-8,-2,3,-4,-16
COc1ccc(C(C)(O)c2nc(-c3cccc(O)c3)cs2)cc1 (stereo unspecified),8,-1,16,0,13,-2,-16,8,-2,.,5
CC(=O)n1cc([C@@H]2C=C(C(=O)Nc3ccccc3)O[C@H](OCCCCO)C2)c2ccccc21,-35,-7,-6,3,-6,-5,2,-23,10,6,19
Clc1ccccc1-c1nc2ccccc2c2nc3ccccc3n12,57*,-16,30,20,0,-2,17,0,-2,1,10
O=C(CCN1C(=O)/C(=C\c2cccs2)SC1=S)Nc1ccc(C(=O)O)cc1,-15,1,-13,-20,1,4,-15,-23,4,-4,9
O=C(Nc1cc(Sc2nc3ccccc3s2)cc([N+](=O)[O-])c1)c1cccc(F)c1F,24,-3,58*,-3,-2,-2,7,-21,4,0,0
O=C(Cn1cc(S(=O)(=O)N2CCCC2)c(S(=O)(=O)N2CCCC2)c1)NCc1ccco1,12,-1,-6,-4,-7,-1,19,-9,3,-2,8
CCOC(=O)C(C(=O)c1ccccc1)C1CC(C)NC(=S)N1 (stereo unspecified),5,1,-14,4,6,-3,0,-11,-6,4,10
CCCCn1nc(C(=O)OCC(=O)Nc2sccc2C(N)=O)c2ccccc2c1=O,35,-2,2,-1,13,-6,22,-17,-2,-3,0
CCOc1ccc(CNC(=O)CN2C(=O)C(c3ccccc3)Oc3cccnc32)cc1 (stereo unspecified),-9,-1,-2,6,9,0,4,-2,-3,3,-13
O=C(Cn1cnc2scc(-c3ccc(F)cc3)c2c1=O)N1CCOCC1,-12,-2,-5,-9,-3,1,-4,-5,-1,-2,17
CC/C(=N/Nc1cccc(Cl)c1)c1cnnc(SC)n1,-3,-2,-11,2,4,4,16,6,5,-10,4
CCOC(=O)N1CCC(NCCNC(=O)c2ccc(Cl)cc2)CC1,-10,-1,-8,-3,-4,-6,-8,-13,-1,-1,-1
Cc1cc(C=O)c(C)n1-c1ccc(N2CCCCC2)c([N+](=O)[O-])c1,5,-1,-1,11,19,2,2,17,2,-4,8
C=CC[C@@H](CC(=O)N(CCO)Cc1ccccc1)C(=O)N[C@H](COC(=O)[C@@H](CC=C)CC(=O)OC(C)(C)C)C(C)(C)C,-2,14,-8,-10,16,4,15,-7,2,4,2
# (listing goes on)
SMILES,TROY signal inh,Exocytosis inh,TWEAK Fn14 block,SRC1 inh,NR2F2 inh,NOD2 RIPK2 PPI,SRC3 inh,SRC2 inh,ABHD5-PLIN5 inh,TLR9-MyD88 inh,LRH-1 inv ag
O=[N+]([O-])c1ccc(N2CCN(c3ccccc3O)CC2)cc1,-35,15,-2,7,1,-10,-2,-32,1,-3,12
O=C1NCCN(Cc2cccc(Oc3ccccc3)c2)C1CC(=O)N1CCCCC1 (stereo unspecified),0,-1,7,-58,-11,1,5,-1,1,-2,2
COc1ccc(/C=C/C(=O)NCc2ccc(F)cc2)cc1S(=O)(=O)N1CCOCC1,4,-8,-6,3,-5,7,1,5,-9,-2,-4
Nc1ccc2c(c1)CC(=O)c1ccccc1S2,-51,1,16,-30,11,-29,12,-3,0,-11,-28
CCCCCC(=O)NC(Nc1ccc(S(N)(=O)=O)cc1)C(Cl)(Cl)Cl (stereo unspecified),9,4,7,2,10,-6,6,-19,2,-13,-8
Cc1cccc(C)c1NC(=S)N(C)CCc1ccccn1,0,6,4,-1,1,-7,-5,-19,-4,7,-1
Cc1cccc(NC(=O)Nc2cnccn2)c1C,9,18,-2,-33,-6,-8,-18,-11,-3,4,-7

# Individual results from the list:
# SRC1 inh, O=C(Cn1cc(S(=O)(=O)N2CCCC2)c(S(=O)(=O)N2CCCC2)c1)NCc1ccco1 = -4
# Exocytosis inh, Clc1ccccc1-c1nc2ccccc2c2nc3ccccc3n12 = -16
